Coupling enz: inhibits coupling enzyme system, counter-screen for aldolase hits | actives 0.67% (n = 290,000) | activity change, negative = inhibition, % at 58.2 µM, hits read low | coupling enzyme system counterscreen, AmpLite Red fluorescence; in the data active means activity change below about -30%; further: on the % scale 0 is the no-effect control and ±100 the full control effect
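Coupling enzymes only (glyceraldehyde-3-phosphate) + compound, at 57.5 uM final, 10 min RT; add substrate/coupling/AmpLite Red mix, 20 min RT; fluorescence ex 525/em 598 nm. Actives flag coupling-system interference.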
TRPV1 ag: human TRPV1 agonism | AID 540275 | actives 0.19% (n = 320,000) | activation, % at 8.33 µM | TRPV1-expressing cells, Fluo-8 calcium influx, agonist mode; in the data active means activation above about 80%; inconclusive means between about 30% and that limit; further: 0% is about no effect
Target sequence (Q8NER1 whole entry, looked up): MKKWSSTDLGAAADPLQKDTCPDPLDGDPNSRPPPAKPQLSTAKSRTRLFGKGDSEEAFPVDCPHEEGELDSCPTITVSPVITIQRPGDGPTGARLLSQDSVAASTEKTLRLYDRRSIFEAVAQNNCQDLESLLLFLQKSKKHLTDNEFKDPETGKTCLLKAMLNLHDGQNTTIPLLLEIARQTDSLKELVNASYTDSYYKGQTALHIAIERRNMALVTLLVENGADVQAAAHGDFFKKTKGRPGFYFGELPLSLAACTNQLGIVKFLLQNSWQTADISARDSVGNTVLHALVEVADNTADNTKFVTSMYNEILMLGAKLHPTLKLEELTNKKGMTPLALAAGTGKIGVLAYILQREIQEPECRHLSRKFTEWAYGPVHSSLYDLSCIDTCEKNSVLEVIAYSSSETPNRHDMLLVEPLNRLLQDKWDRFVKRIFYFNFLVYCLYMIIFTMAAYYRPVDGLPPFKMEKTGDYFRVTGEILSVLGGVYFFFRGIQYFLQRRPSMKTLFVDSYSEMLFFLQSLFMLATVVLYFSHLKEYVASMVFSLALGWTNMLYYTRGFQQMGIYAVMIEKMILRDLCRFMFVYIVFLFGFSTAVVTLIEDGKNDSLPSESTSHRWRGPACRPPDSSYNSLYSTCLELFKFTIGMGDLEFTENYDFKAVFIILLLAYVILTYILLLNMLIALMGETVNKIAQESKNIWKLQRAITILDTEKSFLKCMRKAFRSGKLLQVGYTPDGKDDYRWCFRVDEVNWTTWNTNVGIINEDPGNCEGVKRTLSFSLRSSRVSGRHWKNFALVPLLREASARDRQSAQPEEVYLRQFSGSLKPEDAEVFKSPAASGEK
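Cells expressing TRPV1 were dye-loaded with Fluo-8 and read kinetically: 10 s baseline, 3 min after compound (agonist portion), then 2 min after EC20 capsaicin (allosteric enhancer portion). Calcium-bound dye fluorescence at 480/520 nm.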
MBNL1 CUG block: MBNL1-poly(CUG) RNA binding inhibition; actives 0.036% (n = 280,000); Potency, µM (series often up to 57.5 µM), without a hit: at the highest dose activity change, negative = inhibition, hits mostly inhibitors; Q9NR56; TR-FRET MBNL1-His/biotin-(CUG)12 binding, 665/545 ratio; active means well fitted inhibition curve with a large enough effect in the signal ratio, with a control signal flat, not every such curve was filed as active; inconclusive means small, poorly fitted or top-dose-only effect, or effect the other way, or a change in a side signal; inactive means no such curve, though single readings can be large or run the other way; the % refers to the signal ratio; further: potency means the concentration at half of the fitted maximal effect; on the % scale 0 is the no-effect control and ±100 the full control effect
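His-tagged MBNL1 binding to biotinylated (CUG)12 RNA was measured by TR-FRET using terbium anti-His antibody (0.055 ng/ul final) and streptavidin-XL665 (5 nM final). Compounds were titrated 92 nM to 58 uM; 60 min at room temperature.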
Integrin act MD: activators of alpha7 integrin expression for muscular dystrophy. alpha7betagal myoblasts, beta-gal FDG fluorescence, 48 h. actives 0.064% (n = 350,000). Potency, µM (titrated, usually from 38.3 µM), for inactives: at the top dose activation, hits mostly activators;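 further: potency means the concentration at half of the fitted maximal effect; 100% = response of the positive control SU9516; nearly all actives have a fitted effect of over 60% in size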
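Alpha7betagal+/- myoblasts (passage 13) were plated 16-24 hr, then exposed to compounds (1:260 dilution of DMSO stock) for 48 hours at 37C. After MPER lysis, β-galactosidase reporter activity was read as FDG fluorescence (ex 480/em 540) after 30 minutes.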
KCNH2 3.1 inh: KCNH2 3.1 (human) potassium channel inhibition | U2OS KCNH2 3.1, thallium flux FluxOr; stronger effect = lower value | activity change, % (tested at about 1.8 µM) | actives 0.95% (n = 340,000);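 active means maximum activity change below -70%; inconclusive means maximum activity change from -70% to -50%; inactive means maximum activity change above -50%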;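 further: thallium influx rate constant from kinetic fluorescence after stimulation buffer; on the % scale 0 is the no-effect control and ±100 the full control effect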
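Virally transduced U2OS (3.1 isoform, 4 h infection in dark at RT) → overnight 37 C → FluxOr + Red40 in HBSS/HEPES, 45 min → stimulation buffer, 2 min kinetic read → rate constant vs DMSO controls.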
AT treatment: potential ataxia-telangiectasia treatments restoring KAP-1 phosphorylation | […] A-T fibroblasts, KAP-1 phosphorylation AlphaLISA; neocarzinostatin DNA damage 30 min before lysis | Potency, µM (top dose mostly 57.5 µM), for inactives: at the top dose activation, most hits filed as activators | actives 0.19% (n = 320,000); further: potency means the concentration at half of the fitted maximal effect; % of control where 0% means no effect; nearly all actives have a fitted effect of over 45% in size
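hTERT-immortalized A-T patient fibroblasts ([…]), 500 cells/well in OPTI-MEM, 1% FBS, got compounds for 60 min, then NCS for 30 min at 37C. Lysates were then assayed for phospho-KAP-1 by AlphaLISA (anti-pKAP1 donor, anti-KAP1 acceptor beads), 6 hr at 25C.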
hERG WT inh: KCNH2 (human, wildtype) channel inhibition; activity change, % at 1.84 µM; U2OS, BacMam KCNH2, thallium flux FluxOr; stronger effect = lower value; AID 720551; Q12809; actives 0.37% (n = 340,000);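 active means maximum activity change below -70%; inconclusive means maximum activity change between -70% and -50%; inactive means maximum activity change above -50%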; further: on the % scale 0 is the no-effect control and ±100 the full control effect
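U2OS cells were transduced with wild-type KCNH2 virus (2.03 x 10^8 / mL) for 4 h at room temperature, then cultured overnight at 37 C. Thallium flux was read with FluxOr dye. Rate constants were normalized to DMSO controls.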
GALK inhibitor: blocks human galactokinase activity | P51570 | Purified GALK, Kinase-Glo residual ATP luminescence | Potency, µM (top dose mostly 57.5 µM), for inactives: at the highest dose activity change, negative = inhibition, usual class: inhibitors | actives 0.007% (n = 270,000) | AID 1868; further: potency means the concentration at half of the fitted maximal effect; on the % scale 0 is the no-effect control and ±100 the full control effect
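Quantitative HTS: GALK 5 nM, ATP 35 uM, galactose 100 uM, 1 h room temperature, then luciferase-based ATP detection.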
S-ASM inh: inhibitors of human secretory acid sphingomyelinase; P17405; placental ASM, HMU-PC fluorogenic substrate, 60 min; Potency, µM (highest dose often 57.5 µM), inactives show top-dose activity change, negative = inhibition, usual class: inhibitors; actives 0.006% (n = 340,000); AID 504937; further: potency means the concentration at half of the fitted maximal effect
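qHTS format. ASM enzyme prepared from human placenta hydrolyses the fluorogenic substrate HMU-PC0 (9 uM final) over 60 min at 37 °C after a 10 min compound preincubation.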
MLL CXXC-DNA inh: inhibitors of human MLL CXXC domain-DNA interaction; Q03164; MLL-CXXC / FITC-HOXA9 DNA fluorescence polarization; Potency, µM (highest dose often 115 µM), for the others: at the top dose activity change, negative = inhibition, actives largely listed as inhibitors; actives 0.037% (n = 290,000); AID 2662; active means well fitted inhibition curve with a large enough effect in the polarisation, with a control signal flat, not every such curve was filed as active; inconclusive means small, poorly fitted or top-dose-only effect, or effect the other way, or a change in a side signal; inactive means no such curve, though single readings can be large or run the other way; the % refers to the polarisation; further: potency means the concentration at half of the fitted maximal effect
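Fluorescence polarization: 7 uM MLL-CXXC (stock) preincubated 5 min with compounds, then 50 nM fluorescein-HOX-A9 DNA (stock) added; 30 min ambient. Buffer 50 mM Tris-HCl pH 7.5, 50 mM NaCl, 1 mM DTT, 0.05% BSA.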
* marks the source's active call; other numbers are inactive results; i = inactive; ? = inconclusive; / = not tested or not shown; [ ] = another dose, or the depositor's remark. Unless noted, the call rests on the fitted dose curve; in most records, active means well fitted curve in the direction sought with a large enough effect; inconclusive means small, poorly fitted or top-dose-only effect, or another doubt; inactive means no such curve, though single readings can be large; an effect the other way counts as inactive or inconclusive.

SMILES | Coupling enz | TRPV1 ag | MBNL1 CUG block | Integrin act MD | KCNH2 3.1 inh | AT treatment | hERG WT inh | GALK inhibitor | S-ASM inh | MLL CXXC-DNA inh
NC(=O)NC(=O)COC(=O)CCSc1ccccc1 | 3.6 | 16.3 | -6.2% | 5.8% | -1.2 | -7.1% | -3.9 | -3.3% | 2.1% | 15.2%
COc1ccc(CN2CCN(C(=O)C3CCN(S(=O)(=O)c4cccs4)CC3)CC2)c(OC)c1OC | 2.2 | -1.0 | -7.4% | -18.0% | 13.4 | -2.6% | -9.3 | -1.1% | 0.2% | 5.5%
CCn1nnc(NC(=S)NC(=O)c2ccc(-c3cccc(Cl)c3)o2)n1 | 0.8 | 4.4 | 26.4% | 22.1% | 4.5 | -10.5% | 0.2 | -2.7% | -5.0% | 4.5%
O=C(Nc1ccc(C(=O)N2CCCCC2)cc1)c1cccc([N+](=O)[O-])c1 | / | 7.7 | 24.4% | 0.3% | 20.4 | 8.3% | -0.1 | -2.7% | -0.2% | -0.3%
CN(C)C(CNc1ccc(C(F)(F)F)cn1)c1ccccc1 (stereo not drawn) | -1.5 | 3.0 | -1.9% | -15.7% | 0.3 | -4.5% | -0.9 | 5.1% | 4.1% | 3.6%
CCCCNC(=S)NNC(=O)c1ccc2c(c1)OCO2 | -1.1 | 1.1 | -15.3% | 25.5% | -20.9 | 4.7% | 4.8 | 5.2% | 7.3% | 5.5%
Cc1ccccc1C(=O)NC(=S)N(C)C1CCCCC1 | -0.1 | 20.3 | -11.9% | 23.3% | -4.1 | -3.7% | -19.4 | -4.9% | -0.3% | -15.0%
CCC(C)n1[nH]c(=O)cc1N (stereo not drawn) | -3.6 | -2.6 | -15.3% | ? | 15.8 | 6.9% | 9.1 | 4.9% | -5.1% | 0.9%
Cc1cccc(-c2nnc(SCC#N)n2C)c1 | -2.1 | 1.6 | -0.1% | 6.5% | 2.0 | -1.5% | 8.3 | 3.9% | 5.5% | -4.0%
COc1ccc2nc3cc(Cl)ccc3c(C#N)c2c1 | 2.4 | 2.2 | 3.1% | -3.7% | -6.1 | 0.7% | -0.5 | 13.2% | 78.9%[activator] | 9.9%
O=C(c1ccccc1NS(=O)(=O)c1ccc([N+](=O)[O-])cc1[N+](=O)[O-])N1O[C@@H]2C=C[C@H]1C2 | / | / | / | -20.5% | -3.2 | 0.5%[11.5 µM] | -4.2 | / | -0.3% | /
COc1ccc(C2c3[nH]c4ccccc4c3CCN2CCCn2cccn2)c(F)c1 (stereo not drawn) | -4.3 | 19.1 | ? | 4.0% | -12.0 | -7.0% | 18.9 | 5.1% | 74.9%[activator] | -7.8%
CCN(CC(=O)Nc1ccc2c(c1)OCCO2)c1ccc(S(=O)(=O)N2CCOCC2)cn1 | -1.7 | -2.0 | -2.1% | -7.0% | -2.2 | -1.0% | 3.1 | 9.5% | 3.1% | -1.7%
CCOc1ccc(C(O)(c2ccccc2OC)C(CN2CCCC2)c2ccccc2)cc1 (stereo not drawn) | -1.8 | 2.6 | -2.0% | -64.5%[inhibitor] | -8.0 | -7.4% | 7.0 | -1.8% | 2.4% | 34.3%[activator]
CC1(C)CC(=O)C(C=NC(CCC(N)=O)C(=O)O)=C(O)C1 (stereo not drawn) | 3.1 | -2.8 | -2.6% | 8.7% | 9.5 | -8.8% | -0.8 | 0.6% | 1.8% | -8.0%

The closing two compounds of the part before come first, to join the parts:
SMILES | Coupling enz | TRPV1 ag | MBNL1 CUG block | Integrin act MD | KCNH2 3.1 inh | AT treatment | hERG WT inh | GALK inhibitor | S-ASM inh | MLL CXXC-DNA inh
CCOc1ccc(C(O)(c2ccccc2OC)C(CN2CCCC2)c2ccccc2)cc1 (stereo not drawn) | -1.8 | 2.6 | -2.0% | -64.5%[inhibitor] | -8.0 | -7.4% | 7.0 | -1.8% | 2.4% | 34.3%[activator]
CC1(C)CC(=O)C(C=NC(CCC(N)=O)C(=O)O)=C(O)C1 (stereo not drawn) | 3.1 | -2.8 | -2.6% | 8.7% | 9.5 | -8.8% | -0.8 | 0.6% | 1.8% | -8.0%
Cc1oc(-c2ccccc2Cl)nc1CS(=O)CC(=O)NCc1ccccc1Cl (stereo not drawn) | / | 25.3 | -4.8% | 0.0% | 17.0 | 6.2% | 2.7 | -4.6% | 2.0% | 0.9%
O=C(CN1C2CCCC1CC(NC(=O)C1CCCCC1)C2)NCc1ccc(F)cc1 (stereo not drawn) | 7.5 | 1.6 | -5.5% | -5.3% | -3.0 | 5.6% | 2.5 | -1.1% | -0.8% | -5.4%
Cn1c(=O)c2c(nc(SCCN3CCOCC3)n2C)n(C)c1=O | 1.5 | 3.1 | -11.0% | -16.9% | -16.8 | -0.4% | -16.5 | 6.3% | 3.7% | -3.1%
CCc1[nH]nc2c1C1(CCN(C(=O)OCc3ccccc3)CC1)C(C#N)=C(N)O2 | -23.1 | 2.1 | -21.4% | -24.4% | -43.5 | / | -6.3 | -4.4% | 2.4% | 2.4%
O=C(CSc1nnnn1C1CCCC1)NCc1cccs1 | 3.4 | 1.6 | -3.6% | -2.6% | -8.5 | -2.8% | / | 5.1% | 5.3% | 0.5%
O=[N+]([O-])c1cc(Cl)ccc1Oc1ccc(-c2nnco2)cc1 | 0.9 | 3.3 | ? | -14.9% | 4.2 | 4.3% | 4.5 | 0.6% | 2.3% | 4.4%
CCCN1CCC(=O)N([C@H](CSc2ccc(C)cc2)CC(C)C)CC1 | -1.2 | 29.0 | -8.8% | -18.3% | / | -18.2% | / | 0.5% | 0.6% | -24.2%
Cc1cc(C)c(C)c(S(=O)(=O)N(C)CCc2ccccn2)c1C | / | / | / | 29.5% | 1.2 | 0.4% | -9.4 | / | -2.4% | /
COc1ccc(NC(=S)NCc2cccn2C)cc1 | -0.9 | 0.3 | -6.2% | -16.4% | 4.7 | -4.0% | -2.3 | 8.8% | 2.0% | 3.7%
CC(=O)c1cc(-c2ccccc2)n(CCC(=O)NC2CCCCCC2)c1C | -0.4 | ? | -6.0% | -0.6% | -13.3 | -3.7% | 2.3 | -2.8% | 0.7% | -2.1%
CNC(=O)c1ccc(-c2ccccc2)s1 | 0.2 | 13.1 | ? | -8.3% | 0.9 | 0.0% | -3.9 | -0.3% | -0.9% | -7.7%
CCCCOC(=O)CCc1c(C)n[nH]c1C | 4.0 | 16.8 | -3.9% | -3.4% | 3.2 | 5.0% | 6.5 | 5.7% | 2.1% | -3.1%
CCC(CC)c1nnc(NC(=O)[C@@H](NC(=O)c2cccc(C)c2)C(C)C)s1 | -1.2 | 9.0 | 3.8% | 22.5% | -2.5 | -3.8% | i | -0.1% | 2.3% | -2.8%
CCCCNC(=O)C1CCC(CNS(=O)(=O)c2cccc3nsnc23)CC1 (stereo not drawn) | 2.1 | 1.6 | ? | -9.7% | -0.9 | 0.4% | -3.8 | 0.2% | -0.6% | 7.8%
CN(C)C(=O)c1cc(Cl)ccc1Sc1cc(Cl)ccc1Cl | -10.2 | 6.2 | 5.6% | -0.8% | 5.7 | 3.2% | -10.1 | 1.7% | -7.5% | -1.9%
O=C(CCn1c(=O)c2ccccc2n(Cc2ccccc2)c1=O)NC1CCN(Cc2ccccc2)CC1 | -0.2 | 3.4 | -6.6% | -24.0% | -12.6 | -6.7% | 9.1 | -1.5% | -3.6% | -20.7%
CCCCn1c(N)c(N(CC)C(=O)c2cc(OC)cc(OC)c2)c(=O)[nH]c1=O | -3.2 | -2.9 | 1.2% | -6.6% | 8.4 | 3.7% | -0.8 | -1.9% | 12.2% | 27.3%
Cc1ccc(C(=O)NC2CCc3ccccc3C2=O)cc1 (stereo not drawn) | -2.1 | ? | 1.0% | 0.0% | -12.4 | -3.7% | -2.3 | -0.4% | 6.7% | 1.8%
C/C(CC(=O)Nc1cccc(Cl)c1)=N\NC(=O)Cc1ccc(Cl)cc1 | 6.9 | -1.6 | -0.1% | 0.1% | 21.7 | -2.1% | 2.4 | 2.8% | -1.7% | -2.1%
Cc1ccc(-n2nc3c(c2NC(=O)c2ccc4c(c2)OCO4)CSC3)cc1 | 0.3 | 3.7 | 25.7% | -18.6% | -1.8 | 4.3% | 13.6 | -6.2% | 1.0% | -5.2%
COCCNC(=S)N(Cc1cccs1)Cc1cc2cccc(C)c2[nH]c1=O | -1.9 | 0.2 | 231.3%[activator] | 0.0% | -8.5 | 10.1% | -1.8 | 2.5% | -3.6% | -1.0%
O=C(CCNS(=O)(=O)c1c(Cl)cccc1Cl)N1CCCC1 | / | 1.9 | / | -1.7% | 3.8 | 4.2% | 2.6 | / | 1.1% | /
O=C1C/C(=C\c2c(F)cccc2Cl)N2CCC1CC2 | 1.2 | 15.2 | / | -1.9% | 32.8 | -1.8% | / | 0.5% | 5.2% | -2.9%

Compound activity (PubChem)
